# Yfh1-off respiration – mitochondrial function rescue without frataxin homolog – Friedreich's ataxia, plus single-dose screen, dose response (AID 1465); 220,000 compounds, 0.074% hits; one-dose fold induction at 50 µM; EC50 in µM for titrated hits; S. cerevisiae Yfh1-off respiration, WST-1 reduction, 72 h; higher fold induction means a stronger effect;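 active = fold induction of absorbance versus untreated yeast above a set limit, then at least 30% activation at any dose in follow-up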;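 also: activators that raise dye reduction in frataxin-depleted yeast; strong numbers were not always called active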
# RSV CPE inhibition – RSV antiviral activity via CPE protection, HEp-2 cells, primary 10 µM value included (AID 2391); HEp-2 cells, RSV-induced CPE inhibition; higher % means a stronger effect; one-dose CPE inhibition, % at 10 µM; IC50 in µM for titrated hits; 310,000 compounds, 0.13% hits; in the data active = a potency from the dose series; also: strong numbers were not always called active
# CSM14.1 death rescue – rescue of cells from ER stress-induced death, primary screen, 384-well, CSM14.1, thapsigargin, ATP luminescence (AID 1222); CSM14.1 thapsigargin-induced death rescue, ATP luminescence; higher % means a stronger effect; one-dose cellular ATP content (survival), % at 20 µM; EC50 in µM for titrated hits; 190,000 tested, under 10 active;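 active = EC50 below 50 µM in the dose-response confirmation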;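 also: death triggered by thapsigargin at about 15 µM added after 2 h compound pretreatment; cell ATP read after overnight thapsigargin exposure of roughly 18 to 22 hours; normalized against plate controls of thapsigargin alone and 5% DMSO vehicle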
# WT yeast gro inh – growth inhibition of WT yeast, mitochondrial fusion screen; mitochondrial fusion phenotypic screen, WT strain; inhibition, % at 10 µM; 190,000 compounds, 2.1% hits; AID 1362; in the data active = inhibition above about 58%; tested in S. cerevisiae
# West Nile virus CPE – inhibition of WNV-induced cytopathic effect – cell-based, CPE readout (AID 1621); 290,000 compounds, 0.02% hits; CPE inhibition, % at 10 µM, or IC50 in µM where a hit was titrated; West Nile virus-infected cells, CPE inhibition; higher % means a stronger effect; in the data active = a potency from the dose series; also: strong numbers were not always called active
# UTI89 phage lysis – inhibition of K1F phage lysis, E. coli UTI89, bacterial capsule biogenesis inhibitors, alamar blue (AID 488966) | E. coli UTI89 K1F phage lysis, alamar blue, 2 h; higher % means a stronger effect | 340,000 compounds, 0.02% hits | one-dose inhibition, % at 100 µM; IC50 in µM for titrated hits;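 active = phage lysis inhibition, versus mean bacterial control, above a set limit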;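 also: capsule biogenesis inhibitors block K1F phage lysis so surviving cells raise fluorescence; higher fluorescence means more inhibition of phage lysis; actives were called in the ten point dose series up to 300 µM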
# XIAP displacement – small molecules displacing peptide from XIAP – biochemical, IAP family, fluorescence polarization (AID 1018); one-dose displacement, % at 20 µM; IC50 in µM for titrated hits; 200,000 compounds, 0.007% hits; XIAP BIR domain, fluorescence polarization peptide displacement; higher % means a stronger effect; in the data active = displacement above about 50%; also: a part of the inactive calls stands beside numbers as strong as those of hits
# SV40 large T antigen – TAg ATPase/helicase activity blockers – biochemical (AID 1903); SV40 large T antigen ATPase/helicase inhibition assay; higher % means a stronger effect; inhibition, % at 20 µM, or IC50 in µM where a hit was titrated; 310,000 compounds, 0.39% hits; in the data active = a potency from the dose series; also: strong numbers were not always called active
# Dengue-2 NS5 capping – flavivirus cap methylation enzyme inhibition – biochemical, confirmation dose response, primary screen (AID 588689). 340,000 compounds, 0.3% hits. Dengue-2 NS5 methyltransferase capping enzyme assay, biochemical; higher % means a stronger effect. inhibition, % at 25 µM, or IC50 in µM where a hit was titrated; in the data active = a potency from the dose series
# WT yeast gro inh mutant strain – recorded beside WT yeast gro inh, whose call it bears; inhibition, %; mitochondrial fusion phenotypic screen, mutant strain inhibition
# Dengue-2 NS5 capping pilot replicate – further read-out of Dengue-2 NS5 capping, marked with its call; inhibition, %; measured here: pilot screen replicate inhibition
# * = called active by the depositor; i = inactive; . = no result given; [ ] = dose if it differs, or a comment.
SMILES,Yfh1-off respiration,RSV CPE inhibition,CSM14.1 death rescue,WT yeast gro inh,WT yeast gro inh mutant strain,West Nile virus CPE,UTI89 phage lysis,XIAP displacement,SV40 large T antigen,Dengue-2 NS5 capping,others
Cn1c(=O)c2c(nc(CN3CCN(CCO)CC3)n2CCc2ccccc2)n(C)c1=O,i,3.7%,1.2%,0,7,-0.1%,-5.4%,-3.5%,3%,-8%,
CCc1cccc(Nc2cc(C)nc3nc(C)nn23)c1,i,0.5%,-2.0%,11,1,0.1%,0.8%,-1.5%,0%,7%,
CC(C)(CO)CNC(=O)c1ccc2nc(Cc3cccc(Cl)c3)oc2c1,.,4.1%,.,.,.,-1.4%,0.6%,.,6%,.,
Cc1cc(C)cc(NC(=S)N2CCC(NC(=O)C3CC3)CC2)c1,.,1.8%,.,.,.,-0.4%,0.2%,.,4%,-3%,
CCOc1cccc(OCCOc2ccc(C(=O)c3ccccc3)cc2)c1,i,8.2%,0.0%,7,-34,-0.9%,2.3%,-4.8%,5%,-5%,
CCCCc1nnc(NC(=O)CN(C)S(=O)(=O)c2ccc(C)cc2)s1,.,1.2%,.,.,.,0.1%,-0.9%[50 µM],.,6%,-5%,
COc1ccc(/C=C/C(=O)O)cc1S(=O)(=O)Nc1ccc2c(c1)OCO2,i,0.1%,.,.,.,0.0%,-0.1%[50 µM],.,13%,-2%,
CC1CCN(Cc2ccc(-c3nnn(CC(=O)NC4CCCCC4)n3)cc2)CC1,i,-1.0%,-0.6%,-13,-14,-0.6%,-0.4%,-3.5%,0%,-5%,
COc1cccc(-c2nn3c(-c4ccco4)nnc3s2)c1,i,0.2%,0.8%,.,.,-0.5%,0.2%,-5.1%,.,7%,
O=S(=O)(c1ccc(Cl)cc1)n1nnc2ccccc21,i,0.3%,-0.6%,-21,15,0.2%,0.3%,-5.9%,0%,2%,
COc1cc(S(=O)(=O)N2CCOCC2)ccc1N,i,-2.4%,0.2%,-5,2,0.6%,0.2%,-5.6%,7%,.,
CCc1cccc(C)c1NC(=O)CSc1nc2ccccc2n1CC(=O)N(C)C,i,0.0%,-3.9%,0,-8,-0.7%,-0.7%[50 µM],-2.7%,-2%,-2%,

# 9 neighbouring compounds already listed:
SMILES,Yfh1-off respiration,RSV CPE inhibition,CSM14.1 death rescue,WT yeast gro inh,WT yeast gro inh mutant strain,West Nile virus CPE,UTI89 phage lysis,XIAP displacement,SV40 large T antigen,Dengue-2 NS5 capping,others
Cn1c(=O)c2c(nc(CN3CCN(CCO)CC3)n2CCc2ccccc2)n(C)c1=O,i,3.7%,1.2%,0,7,-0.1%,-5.4%,-3.5%,3%,-8%,
CCc1cccc(Nc2cc(C)nc3nc(C)nn23)c1,i,0.5%,-2.0%,11,1,0.1%,0.8%,-1.5%,0%,7%,
CC(C)(CO)CNC(=O)c1ccc2nc(Cc3cccc(Cl)c3)oc2c1,.,4.1%,.,.,.,-1.4%,0.6%,.,6%,.,
Cc1cc(C)cc(NC(=S)N2CCC(NC(=O)C3CC3)CC2)c1,.,1.8%,.,.,.,-0.4%,0.2%,.,4%,-3%,
CCOc1cccc(OCCOc2ccc(C(=O)c3ccccc3)cc2)c1,i,8.2%,0.0%,7,-34,-0.9%,2.3%,-4.8%,5%,-5%,
CCCCc1nnc(NC(=O)CN(C)S(=O)(=O)c2ccc(C)cc2)s1,.,1.2%,.,.,.,0.1%,-0.9%[50 µM],.,6%,-5%,
COc1ccc(/C=C/C(=O)O)cc1S(=O)(=O)Nc1ccc2c(c1)OCO2,i,0.1%,.,.,.,0.0%,-0.1%[50 µM],.,13%,-2%,
CC1CCN(Cc2ccc(-c3nnn(CC(=O)NC4CCCCC4)n3)cc2)CC1,i,-1.0%,-0.6%,-13,-14,-0.6%,-0.4%,-3.5%,0%,-5%,
COc1cccc(-c2nn3c(-c4ccco4)nnc3s2)c1,i,0.2%,0.8%,.,.,-0.5%,0.2%,-5.1%,.,7%,

# Next structures follow:
SMILES,Yfh1-off respiration,RSV CPE inhibition,CSM14.1 death rescue,WT yeast gro inh,WT yeast gro inh mutant strain,West Nile virus CPE,UTI89 phage lysis,XIAP displacement,SV40 large T antigen,Dengue-2 NS5 capping,others
O=C1OC(c2ccc(F)cc2)=N/C1=C\c1ccc(Br)o1,i,0.7%,-1.4%,-3,-1,0.2%,0.5%,-5.4%,2%,11%,
Cc1nc2c(C(=O)O)cnn2c(C)c1Cc1ccccc1F,i,0.4%,.,17,9,0.0%,0.2%,-5.9%,4%,4%,
COc1ccc(-c2cc(C(F)(F)F)nc(SCC(=O)N3CCOCC3)n2)cc1OC,i,-0.6%,-3.2%,3,7,-0.3%,0.4%,-4.4%,9%,-6%,
O=C(Cn1c(=O)oc2cc(S(=O)(=O)N3CCCCCC3)ccc21)NC1CCCCC1,i,1.0%,-0.2%,-13,-13,0.1%,-0.7%,-0.8%,16%,4%,
CCn1cc(CN2CCC(n3nccc3NC(=O)c3ccccc3C)CC2)c(C)n1,.,-0.2%,.,.,.,-0.1%,5.1%[50 µM],.,0%,-3%,
COc1cccc(NCc2cc(=O)oc3cc(C)c(O)cc23)c1,.,7.7%,.,.,.,-1.0%,0.1%,.,5%,2%,
CCNC(=O)n1cc(-n2cncn2)c(-c2ccccc2)n1,i,-0.3%,-2.0%,6,13,0.0%,5.2%,-16%,7%,-5%,
CC(C(=O)O)c1ccc(CC2CCCC2=O)cc1 (stereo not drawn),i,0.1%,.,.,.,-0.1%,-4.0%,.,7%,-2%,
O=C(O)COc1ccccc1O,i,1.6%,0.1%,10,-4,0.2%,0.4%,-3.1%,4%,-1%,
O=c1cc(N2CCC3(CC2)OCCO3)[nH]c(=O)n1-c1ccc(Br)cc1,i,.,-0.2%,13,4,-0.4%,2.7%,-2.4%,11%,-1%,
N#Cc1c(N)nc2c(c1N)CC(=O)N2c1ccccc1-c1ccccc1,i,1.5%,2.0%,-17,-22,0.7%,3.1%,-1.1%,11%,-5%,
O=C1Nc2ccccc2Oc2cc([N+](=O)[O-])cc(Oc3ccccc3)c21,i,14%,-0.1%,54,-9,-1.9%,0.7%[50 µM],-14%,11%,2%,
Cc1cc(=O)[nH]c(N/N=C/CCc2ccccc2)n1,i,0.6%,-0.7%,-4,10,.,0.9%,-0.6%,1%,-113%,
COc1ccc(-c2nc3ncccc3o2)cc1NC(=O)c1cccs1,.,2.5%,.,.,.,0.2%,0.3%,.,8%,-3%,
COc1ccccc1N(C)S(=O)(=O)c1ccc(C(=O)N2CCC(C(N)=O)CC2)cc1,i,-0.1%,1.3%,.,.,0.2%,2.2%,-2.8%,5%,0%,Dengue-2 NS5 capping pilot replicate=2.1
COc1ccc(OCC(=O)Nc2cccc3ncccc23)cc1,i,1.0%,-2.9%,3,5,0.3%,0.5%,-6.3%,2%,-3%,
C/C(=N\NC(=O)CN(c1ccc(Oc2ccccc2)cc1)S(C)(=O)=O)C(C)(C)C,i,2.3%,-13%,5,3,0.4%,0.0%,-0.7%,4%,0%,
Cc1ccc(S(=O)(=O)N2CCN(C(=O)CN3CCc4ccccc4C3)CC2)cc1,i,-0.5%,1.2%,-3,8,-0.3%,5.2%,-1.6%,6%,-11%,
O=C(Nc1ccc(C(=O)N2CCCC2)cc1)c1ccccc1F,i,.,-3.3%,15,5,-0.2%,1.6%,-1.3%,6%,-5%,
Cc1ccc2nc(SCC(=O)Nc3cc(C)on3)nc(=O)n2c1,.,0.5%,.,.,.,.,1.4%[50 µM],.,17%,3%,
CC(=O)c1ccc(NC(=S)NCCCn2ccnc2)cc1,i,0.9%,-0.8%,-5,16,-0.1%,0.7%,-6.8%,7%,3%,
CCN(CC)S(=O)(=O)c1ccc(OC)c(NC(=O)CC2CCCC2)c1,.,1.3%,.,.,.,1.1%,-0.4%,.,23%,-8%,
COc1ccc(N2CCN(C(=O)c3cccc(N4C(=O)C5CC=CC(C)C5C4=O)c3)CC2)cc1 (stereo not drawn),.,1.4%,1.6%,-16,-10,.,6.5%,-2.0%,11%,3%,
Cc1c(Cl)cccc1N1C(=O)CC(NNC(=O)c2cccs2)C1=O (stereo not drawn),i,3.8%,-0.9%,13,19,-0.4%,0.4%,-4.4%,7%,1%,
Cc1c(CCO)c(=O)n(C)n1C(=O)c1ccc(Cl)cc1,i,2.6%,-0.4%,5,-2,-1.0%,0.0%,-4.2%,47%,2%,
Cc1cccc(C(=O)NCc2nnc3c4ccccc4c(-c4ccccc4)nn23)c1,i,13%,-0.5%,12,-1,-0.3%,-0.3%,-1.6%,17%,6%,
COc1ccc(S(=O)(=O)N2CCN(C(=S)NC3CCCCC3)CC2)cc1,i,1.7%,-0.9%,13,3,0.8%,0.4%,-2.1%,4%,.,
CCOC(=O)C1=C(C)NC(C)=C(C(=O)OCC)C1c1cccc(C)n1,i,1.3%,.,.,.,-0.7%,0.7%,.,4%,0%,
COc1ccccc1N1CCN(CCN2C(=O)C3CCCN3C2=O)CC1 (stereo not drawn),.,1.9%,.,.,.,0.6%,0.3%,.,6%,0%,
CC(NC(=O)c1cccs1)c1ccccc1 (stereo not drawn),.,1.2%,.,.,.,.,-0.6%,.,5%,-3%,
CCOC(=O)C1CC(c2ccc(Cl)cc2)=NNC1=O (stereo not drawn),i,-1.8%,-0.1%,-3,-6,0.3%,0.7%,-4.2%,10%,-7%,
ON(Cc1c(F)cccc1Cl)Cc1c(F)cccc1Cl,i,0.5%,.,.,.,0.2%,0.5%,.,5%,-2%,
COc1ccc2c(C)cc(N3CCN(Cc4ccccc4)CC3)nc2c1,.,0.4%,.,.,.,-0.8%,0.2%,.,25%,-6%,
c1ccc(-c2ncnc3nc4n(c23)CCC4)cc1,i,0.6%,-1.2%,18,8,-0.3%,-2.1%,-4.5%,1%,-8%,
CCOc1ccc(N2C(=O)C(CC(=O)Nc3ccc(F)cc3)N(Cc3ccccn3)C2=S)cc1 (stereo not drawn),i,24µM*,-0.3%,-7,17,-0.5%,0.8%,-7.0%,9%,-7%,
CCNC(=O)COC(=O)c1csc2c1CCCC2,i,1.6%,-8.8%,-12,-22,0.2%,2.8%,-5.0%,-2%,-13%,
Cc1cc(C)nc(NC(=O)c2c(Cl)cccc2Cl)n1,i,0.8%,-0.2%,4,-5,-0.4%,-0.2%,-1.4%,-10%,-6%,
O=C(O)CCCCCNC(=O)c1ccccc1,i,1.0%,5.3%,-8,-13,0.0%,0.5%,14%,-4%,-2%,
Cc1ccc(NC(=S)N(CCC(C)C)C(C)c2ccncc2)c(Cl)c1 (stereo not drawn),i,2.0%,.,.,.,-0.1%,0.1%,.,6%,-7%,
CCOC(=O)N1CCN(S(=O)(=O)c2ccc(C(=O)N(CCN(C)C)c3nc4ccc(Cl)cc4s3)cc2)CC1,.,-0.1%,.,.,.,0.3%,0.1%,.,8%,0%,
CC(C)(C)OC(=O)N1CCC(Cc2cc(-c3ccc(Cl)cc3)no2)(C(=O)O)CC1,.,4.5%,.,.,.,0.2%,1.2%,.,8%,-6%,
Cc1ccc(C(=O)NN2CCOCC2)cc1[N+](=O)[O-],.,1.6%,.,.,.,-0.5%,-0.2%,.,8%,-6%,
CCOC(=O)c1sc(NS(=O)(=O)c2cc(C)ccc2C)nc1C,i,2.0%,5.4%,8,6,0.5%,-0.2%,-1.5%,14%,2%,
